VIM-2 inhibitor – inhibitors of Pseudomonas aeruginosa VIM-2 metallo-beta-lactamase | inhibition, % at 5.6 µM | purified VIM-2, nitrocefin hydrolysis, epi-absorbance fluorescence | 0.89% of 290,000 active | AID 1527;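 active = inhibition above the mean of all tested compounds plus 3 SD, cutoff set per screening run, cut at about 7.5% in these data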;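 also: red hydrolysis product quenches plate fluorescence so inhibitors raise well fluorescence; 0% = enzyme with DMSO and 100% = DMSO without enzyme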
pCIP destab – compounds decreasing mouse p/CIP protein stability | Q05BA5 | F442A p/CIP-EGFP cells, EGFP fluorescence, 16 h | decrease of EGFP signal, % at 10 µM | 0.01% of 290,000 active | AID 1984;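 active = EGFP signal decrease of at least 30% at 10 µM or well 3 SD below plate mean, unless failing retest; inactive = the rest, including hits failing retest or dose response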; also: some compounds called inactive have numbers as strong as hits; many of its hits are not listed in these tables
Target sequence (Q05BA5 1-1403): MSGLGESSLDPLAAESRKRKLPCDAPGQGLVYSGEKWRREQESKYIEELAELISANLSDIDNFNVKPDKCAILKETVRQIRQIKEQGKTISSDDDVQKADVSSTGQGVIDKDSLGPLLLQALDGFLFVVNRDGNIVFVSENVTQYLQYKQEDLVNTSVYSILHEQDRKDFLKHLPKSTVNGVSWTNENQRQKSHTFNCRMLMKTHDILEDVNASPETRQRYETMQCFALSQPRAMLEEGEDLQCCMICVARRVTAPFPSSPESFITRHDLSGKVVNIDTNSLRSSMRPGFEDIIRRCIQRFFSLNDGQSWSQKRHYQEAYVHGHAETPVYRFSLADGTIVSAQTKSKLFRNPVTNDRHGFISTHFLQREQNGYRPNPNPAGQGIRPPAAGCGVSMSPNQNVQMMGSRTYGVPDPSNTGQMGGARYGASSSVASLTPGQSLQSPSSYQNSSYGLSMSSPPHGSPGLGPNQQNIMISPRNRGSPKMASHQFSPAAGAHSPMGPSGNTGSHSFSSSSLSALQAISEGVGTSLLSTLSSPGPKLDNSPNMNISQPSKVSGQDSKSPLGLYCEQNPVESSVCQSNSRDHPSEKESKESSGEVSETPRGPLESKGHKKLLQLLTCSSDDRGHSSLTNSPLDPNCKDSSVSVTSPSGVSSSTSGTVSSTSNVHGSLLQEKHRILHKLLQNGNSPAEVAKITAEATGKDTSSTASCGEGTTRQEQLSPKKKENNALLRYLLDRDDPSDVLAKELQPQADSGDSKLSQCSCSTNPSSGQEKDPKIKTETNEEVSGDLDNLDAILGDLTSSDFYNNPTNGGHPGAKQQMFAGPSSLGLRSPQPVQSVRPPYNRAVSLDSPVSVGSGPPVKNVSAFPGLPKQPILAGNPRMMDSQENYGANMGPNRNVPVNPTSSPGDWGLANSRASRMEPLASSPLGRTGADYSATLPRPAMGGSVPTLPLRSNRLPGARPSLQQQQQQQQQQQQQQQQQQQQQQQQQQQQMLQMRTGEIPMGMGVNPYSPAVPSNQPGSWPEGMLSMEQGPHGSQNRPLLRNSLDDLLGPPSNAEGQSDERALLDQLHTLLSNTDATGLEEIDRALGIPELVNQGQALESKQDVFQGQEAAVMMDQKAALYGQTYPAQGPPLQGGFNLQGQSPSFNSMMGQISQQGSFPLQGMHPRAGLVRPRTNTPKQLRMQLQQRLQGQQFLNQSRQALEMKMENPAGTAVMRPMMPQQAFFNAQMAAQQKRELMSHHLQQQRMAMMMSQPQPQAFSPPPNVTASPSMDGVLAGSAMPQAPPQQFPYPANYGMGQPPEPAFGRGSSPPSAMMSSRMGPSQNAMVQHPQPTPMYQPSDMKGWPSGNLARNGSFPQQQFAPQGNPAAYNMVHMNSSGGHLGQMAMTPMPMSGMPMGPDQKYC
PHOSPHO1 inh – blocks human PHOSPHO1 phosphatase activity | 1.1% of 290,000 active | AID 1565 | inhibition, % at 13.3 µM | recombinant PHOSPHO1, absorbance phosphatase assay; in the data active = inhibition above about 60%
IMP-1 inh – inhibitors of Pseudomonas aeruginosa IMP-1 metallo-beta-lactamase | purified IMP-1, nitrocefin hydrolysis, epi-absorbance fluorescence | inhibition, % at 5.6 µM | 0.45% of 290,000 active | AID 1556;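 active = inhibition above the mean plus 3 SD of all compounds in the same screening run, cut at about 4.5% in these data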;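 also: 0% = IMP-1 with DMSO and 100% = DMSO wells lacking enzyme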
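assay system = purified recombinant IMP-1 metallo-beta-lactamase enzyme | schedule = 15 min preincubation plus 25 min reaction at 25 °C | signal = Epi-absorbance fluorescence, 480 nm excitation, 530 nm emission | read-out basis = percent inhibition from optical density relative to buffer-blank wells | controls = IMP-1 with DMSO as 0%, enzyme-free DMSO as 100%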
MEKK3 PB1 HTS – modulators (inhibitors or enhancers) of MEK5 binding to human MEKK3 PB1 domain; bead-based flow cytometry, Alexa488-MEK5 binding to MEKK3; actives lie on both sides; 0 = blocked by unlabeled MEK5, 100 = vehicle; binding response (% of control), % at 10 µM; 1.4% of 290,000 active; AID 1529;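 active = binding response more than 3 SD above or below the average of its plate-row segment, actives on both sides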;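 also: Alexa488 bead fluorescence after subtracting the streptavidin-only scavenger bead signal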
DNA FID counter – fluorescent intercalator displacement, NS3 helicase counter-screen. DNA fluorescent intercalator displacement, fluorescence. inhibition, % at 7.9 µM. 0.17% of 290,000 active. AID 1845; in the data active = inhibition above about 37%;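 also: 0% = vehicle and 100% = reference compound; higher means more ethidium bromide displaced from hairpin DNA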
UBC9 SUMO inh – SUMOylation inhibition; 0.36% of 290,000 active; HTRF SUMOylation assay, SAE1/SAE2 + UBC9, in vitro; AID 2006; inhibition, % at 35 µM; in the data active = inhibition above about 50%, passing the limit was not always enough; also: strong numbers were not always called active
NS3 helicase inh – blocks Hepatitis C virus NS3 helicase unwinding; AID 1800; 0.56% of 290,000 active; NS3 helicase DNA unwinding, Cy5 molecular beacon fluorescence; inhibition, % at 10.9 µM;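 active = inhibition above the mean of all tested compounds plus 3 SD, set per campaign, cut at about 35% in these data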;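 also: 0% = DMSO wells and 100% = thioflavine S control wells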
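Assay system – hepatitis C virus NS3 helicase domain fragment enzyme · Buffer or medium – MOPS pH 6.5, MgCl2, DTT, Tween20, BSA · Reagent – Cy5/quencher beacon DNA duplex and ATP to start · Compound – single 10.9 µM dose · Timing – 1 h at 25 °C · Technique – Cy5 beacon fluorescence read at start and 1 h · Measure – % inhibition of unwinding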
IDE cell activ – boosts human insulin-degrading enzyme activity in HEK cells; activation, % at 5.96 µM; 0.073% of 340,000 active; FAbeta-B cleavage, fluorescence polarization; 0% vehicle, 100% cell-free pure enzyme wells; P14735;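 active = activation above the mean of all tested compounds plus 3 SD, set per screening campaign, cut at about 17% in these data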
The depositor's hits bear a star; x = no result given; [ ] = another dose, or the depositor's remark.

SMILES	VIM-2 inhibitor	pCIP destab	PHOSPHO1 inh	IMP-1 inh	MEKK3 PB1 HTS	DNA FID counter	UBC9 SUMO inh	NS3 helicase inh	IDE cell activ
Cc1ccc2nc(/C(C#N)=C\c3ccc(N4CCOCC4)o3)[nH]c2c1	-2.6	-14	-12	-3.1	103	-20	23	22	-139
O=C(NCc1ccco1)c1ccc(Cl)c(S(=O)(=O)N2CCOCC2)c1	-0.3	0	18	-2.3	98	-1	-6	-1	4
CC(C)(C)NC(=O)C(c1ccc(O)cc1)N(C(=O)CCC(=O)Nc1ccccn1)c1ccc(F)cc1 (stereo not given)	-2.3	-13	32	-2.3	99	-29	6	-7	8
CCCCOc1cc(=O)[nH]c(=O)[nH]1	-0.4	-4	13	-0.8	93	0	4	-2	3
CCc1nonc1NC(=O)c1oc2cc(C)c(C)cc2c1C	-1.3	-16	7	-2.9	96	-15	9	-4	5
CN(C)CCCNC(=O)C(=O)NCC1CCCO1 (stereo not given)	-2.5	7	-8	-4.0	105	1	-3	16	4
Cc1cc(NC(=O)c2ccc(Cn3cc([N+](=O)[O-])cn3)o2)no1	-1.2	3	-2	-1.2	101	0	-9	0	-1
COc1ccc(N2C(=O)C(F)(F)C2c2ccccc2F)cc1 (stereo not given)	-5.2	1	28	-2.6	109	-8	-14	-1	-1
O=S(=O)(N1CCOCC1)N1CCOCC1	-0.1	-3	x	-1.1	100	-3	1	1	-3
COc1ccc(N(CC(=O)Nc2cc(C)on2)S(=O)(=O)c2ccc(Cl)cc2)cc1	-0.8	-4	-3	1.8	92	-2	2	-2	2
Fc1ccc(Oc2cnns2)cc1	-3.4	4	28	-5.2	102	0	17	3	1
CCOC(=O)c1ccc(NC(=O)CSc2nnc(NC(=O)c3ccc(S(=O)(=O)N4CCOCC4)cc3)s2)cc1	-1.0	4	8	0.2	99	1	16	2	8
Cc1cc(=O)[nH]c(SCC(=O)Nc2ccccc2C#N)c1C#N	-0.8	-3	30	-3.3	94	-6	14	1	1
CC1(C)CC(=O)c2sc(N3CCCCC3)nc2C1	1.2	0	2	-0.1	102	-9	-11	-1	2
Nc1nc(CN2CCN(Cc3ccccc3)CC2)nc(N2CCCc3ccccc32)n1	-0.7	5	43	-0.6	101	20	14	-15	0
CC(C)(C)n1ncc2c(=O)n(CC(=O)NCc3ccccc3Cl)cnc21	-2.9	-6	18	-3.0	98	-7	-17	6	-3
COc1cc(/C=N/NC(=O)c2ccncc2)ccc1OC(=O)c1cccc(F)c1	-1.7	-18	35	-4.5	108	-39	2	3	-7
CCOC(=O)C1(O)CC(C)=NN1C(=O)c1cccc(Br)c1 (stereo not given)	-0.1	6	26	-2.8	100	2	5	1	2
Clc1ccccc1CSc1nnc(Cn2cnc3ccccc32)n1-c1ccccc1	-2.0	2	0	-2.0	105	-29	-5	-10	4
CC(C)c1ccc2[nH]c(O)c(N=NC(=O)c3cccc(S(=O)(=O)Nc4cccc(Cl)c4)c3)c2c1	0.0	-5	30	0.0	84	2	14	10	-8
COc1ccccc1CN1C(=O)C(=O)N(Cc2cccc(C)c2)C1=O	0.5	-6	11	1.4	70	-13	15	2	7
Cc1c(C(=O)Nc2ccc(-c3nnc4n3CCCCC4)cc2)oc2ccc(Br)cc12	-1.2	-2	16	-3.0	96	-16	9	-30	-9
COc1ccc(N2CCN(C(=O)COc3ccc(S(=O)(=O)N4CCOCC4)cc3C)CC2)cc1	-1.3	-6	-6	-1.4	100	-44	14	-9	-3
O=C(COC(=O)c1cc(Br)ccc1O)Nc1cc(S(=O)(=O)N2CCCC2)ccc1Cl	1.2	-13	-5	-0.9	104	-6	2	-8	-1
CN(C)S(=O)(=O)c1ccc(C(=O)Nc2cccc(S(=O)(=O)NC3=NCCC3)c2)cc1	-2.4	-4	6	-2.6	97	-11	12	6	6
COCCNC(=O)C1=NOC(Cn2cc(C#N)c(=O)n(C)c2=O)C1 (stereo not given)	-3.4	6	53	-2.7	145*	-4	3	1	5
Cc1nc(-c2ccc([N+](=O)[O-])cc2)nc2[nH]ccc(=O)c12	9.7*	8	28	-0.3	103	2	6	-10	3
CCOC(=O)c1sc2c(c1C)c(=O)n(CCO)c(=O)n2Cc1ccccc1	-0.5	-1	25	-1.3	102	-30	7	2	-7
O=C(CN1c2ccccc2Sc2ccccc21)NNC(=O)Nc1ccc(Cl)c(Cl)c1	-3.7	-6	32	-2.5	97	-10	0	-14	7
COC(=O)CN1C(=O)Nc2ccc(C)cc2C1c1ccccc1 (stereo not given)	-3.7	-1	13	0.7	95	-8	0	-2	-1
CCOc1ccc(C(=O)Nc2cccc3nsnc23)cc1[N+](=O)[O-]	-0.7	5	-16	0.2	99	3	24	-13	7
O=C(CCCC(=O)OCC(Cl)=C(Cl)Cl)Nc1ccccc1F	0.8	-4	18	-2.3	105	-9	1	2	3
Cc1ccc2c(=O)cc(C(=O)NCCc3ccc(S(N)(=O)=O)cc3)oc2c1C	5.7	-4	27	-1.9	104	-16	-14	-8	0
CCCc1nc(SCC(=O)O)c2sc(=S)n(-c3ccccc3)c2n1	-3.2	-4	32	-2.6	102	-19	-5	37*	1
CC1Cc2ccccc2N1S(=O)(=O)c1c(N)n(C)c(=O)n(C)c1=O (stereo not given)	-2.9	-9	1	-2.4	100	-1	13	-12	-3
Cc1ccc(C(=O)NCCCNc2ccc(C(F)(F)F)cc2[N+](=O)[O-])cc1	-4.2	5	-12	-3.4	102	4	1	8	5
CCOC(=O)N1CCN(C(=O)CCS(=O)(=O)c2ccc(Br)s2)CC1	-4.2	-19	1	-4.4	103	-9	1	7	5
COc1ccc(/C=N/N=C2/NC(=O)C(CC(=O)O)S2)cc1OS(=O)(=O)c1ccccc1 (stereo not given)	-0.8	-11	20	-3.4	97	-40	29	12	-1
O=C(N/N=C/c1cccs1)c1cccc(NC(=O)c2ccc(Cl)cc2)c1	-2.1	7	-5	-1.9	132*	-4	8	-7	x
CCN(CC)S(=O)(=O)c1ccc2oc(Nc3ccccc3)nc2c1	-1.5	3	6	-4.3	99	-15	2	-6	-3

Single records, from the list above.
Profile of CCOC(=O)c1sc2c(c1C)c(=O)n(CCO)c(=O)n2Cc1ccccc1 = VIM-2 inhibitor: -0.5; pCIP destab: -1; PHOSPHO1 inh: 25; IMP-1 inh: -1.3; MEKK3 PB1 HTS: 102; DNA FID counter: -30; UBC9 SUMO inh: 7; NS3 helicase inh: 2; IDE cell activ: -7
Profile of O=C(COC(=O)c1cc(Br)ccc1O)Nc1cc(S(=O)(=O)N2CCCC2)ccc1Cl = VIM-2 inhibitor: 1.2; pCIP destab: -13; PHOSPHO1 inh: -5; IMP-1 inh: -0.9; MEKK3 PB1 HTS: 104; DNA FID counter: -6; UBC9 SUMO inh: 2; NS3 helicase inh: -8; IDE cell activ: -1

(further entries)
SMILES	VIM-2 inhibitor	pCIP destab	PHOSPHO1 inh	IMP-1 inh	MEKK3 PB1 HTS	DNA FID counter	UBC9 SUMO inh	NS3 helicase inh	IDE cell activ
Cc1cccc(OCC(=O)NCC(=O)N/N=C/c2cccs2)c1	-1.8	-3	8	-3.4	92	-20	14	-2	4
N#Cc1c(N)nc(SCc2ccccn2)c(C#N)c1-c1cccs1	-1.8	-6	4	-1.3	103	-4	5	-5	-9
CSc1nc2ccccc2n1Cc1cccc(F)c1	1.1	-17	44	-3.1	103	-19	0	-2	1
O=C1c2cccc3c(N4CCCCC4)ccc(c23)C(=O)N1c1ccccc1O	1.6	-461	48	-1.3	104	-10	18	3	-115
CCOC(=O)c1cccc(NC(=O)CSc2nnc(-c3ccoc3C)n2CC)c1	-3.7	-13	28	-2.2	96	-30	5	0	2
CCC1CCCCN1CCCNC(=O)CC1Oc2ccc(C)cc2NC1=O (stereo not given)	-2.0	-9	-4	-1.4	103	5	9	-2	-1
CCCN1CCN(CCCNC(=O)c2cc3c(=O)[nH]c4ccccc4c3s2)CC1	10*	-7	-4	-1.6	104	12	-3	-1	-2
COC(=O)Cn1c(CCC(=O)O)ccc1-c1ccccc1	-1.0	-20	6	1.8	97	-20	18	8	-3
COc1ccc(C(=O)N2CCN=C2SC)cc1	-0.8	10	30	-1.4	99	-2	-7	-1	5
Cc1cccc(NC2SC(=O)N(c3ccccc3)C2=O)c1 (stereo not given)	-0.9	-10	-31	-1.2	94	-1	-11	11	0
COc1cc(C(=O)NNC(=O)c2ccoc2C)cc(OC)c1OC	-5.9	12	29	-2.9	97	1	-5	-5	4
c1cc(CNCC2CCCO2)ccn1 (stereo not given)	1.5	-1	39	-0.8	98	4	-23	-20	0
COc1c2ccoc2c(OC[C@@H](O)C(C)(C)O)c2oc(=O)ccc12	-1.5	-4	-1	-2.9	103	-6	16	2	-2
CC(=O)Nc1nc2nc(-c3ccccc3)cc(-c3ccccc3)n2n1	1.1	-3	28	-0.8	98	-5	0	-7	1
CCNc1nc(N2CCCCC2)nc(-n2nnc(C(=O)OCC)c2C)n1	-3.2	-5	-3	-2.3	60*[inhibitor]	-27	22	0	1
Cc1ccc(C(=O)/C=C/C(=O)O)cc1	-1.1	8	4	-2.2	109	-6	-16	20	3
Cc1nn(CC(=O)N2CCCC2)c(=O)c2nn(-c3ccccc3)c(C)c12	-1.3	3	19	-1.0	101	-8	-8	5	-3
N=c1c2c(-c3ccccc3)c(-c3ccccc3)n(Cc3ccccc3)c2ncn1CCO	0.5	-5	46	-2.4	104	37*	12	-57	-3
OCCC1CN(Cc2cc3c(cc2Cl)OCO3)CCN1Cc1ccccc1 (stereo not given)	-3.1	-9	-32	-2.9	103	5	6	-17	9
COC(=O)C(C)(C)ONC(=O)Nc1ccc([N+](=O)[O-])cc1	-0.6	3	61*	1.7	87	0	6	7	1
CCOC(=O)CSc1nc2cc3c(cc2cc1CC)OCCO3	-1.2	-15	-8	-2.8	110	-18	-26	-5	-5
CC(C)(C)c1ccc(OCC(O)CNC(=O)c2ccccc2C(=O)O)cc1 (stereo not given)	-1.4	x	x	-2.3	101	2	x	-18	5
CC1CC(C)CN(S(=O)(=O)c2ccc3c(c2)oc(=O)n3CC(=O)N(C)Cc2ccccc2)C1 (stereo not given)	1.3	2	41	-3.0	101	-21	18	-7	7
O=C(Nc1ccc(Cl)c([N+](=O)[O-])c1)C(Sc1ccccc1)c1ccccc1 (stereo not given)	-4.5	-4	-24	-2.6	95	18	-12	-17	3
COc1ccc(S(=O)(=O)Nc2c(C)cccc2C)cc1-n1cnnn1	-2.9	-5	14	-2.1	102	-7	-2	-1	0
CN(C)CCCNC(=O)Cc1ccc(Br)cc1	0.0	-16	-23	-2.1	102	6	8	12	0
NC(=O)C1c2ccccc2Oc2ccccc21	-1.7	3	-7	-4.3	104	-4	5	10	3
O=C(CN1CCN(c2ccccc2)CC1)Nc1nnc(-c2ccccc2)s1	-4.3	-9	6	-5.7	x	0	11	0	-7

These rows are one share of the data; rates above refer to the full screens.
